Assay outcomes: PubChem BioAssay, National Center for Advancing Translational Sciences (NCATS)
NPC1 promoter act – NPC1 promoter activation. AID 485313. 320,000 tested, 2.4% active. Potency, µM (highest dose often 9.22 µM), without a hit: at the highest dose activation, most hits filed as activators. Huh7 NPC1 promoter luciferase reporter, 24 h;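 note: potency is the fitted concentration of half-maximal effect; % of control where 0% means no effect; nearly all actives have a fitted effect of over 60% in size; reporter is driven by a mutant NPC1 promoter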
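Cells: Huh7 expressing luciferase under the NPC1 promoter, 1500/well. Seeded 2 h, compound added, incubated 24 h at 37 °C. Luciferase reagent, 10 min ambient, then luminescence.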
ELG1 genotoxic – inducers of genotoxicity in HEK293T ELG1-luciferase cells; HEK293T ELG1-luciferase reporter, luminescence, 16 h; Potency, µM (series often up to 46 µM), inactives show at the highest dose activity change, positive = activation, usual class: activators; 330,000 tested, 1.3% active; AID 504466; note: potency is the fitted concentration of half-maximal effect; % of control where 0% means no effect; nearly all actives have a fitted effect of over 60% in size
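HEK293T cells expressing luciferase-tagged ELG1 were exposed to compound or DMSO vehicle for 16 hr at 37 °C and 5% CO2. Luciferase activity was then measured with ONE-Glo after 30 min at room temperature.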
RORgamma inh – inhibitors of mouse ROR gamma transcriptional activity | AID 2551 | Potency, µM (highest dose often 53.6 µM), for the others: top-dose activity change, negative = inhibition, most hits filed as inhibitors | P51450 | Drosophila S2 Gal4-RORgamma UAS-luciferase reporter, 20 h | 310,000 tested, 5.4% active; note: potency is the fitted concentration of half-maximal effect; % is set by controls: 0 for no effect and ±100 for the full control effect; nearly all actives have a fitted effect of over 60% in size
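A Gal4/UAS one-hybrid system in insect cells: metallothionein-promoter Gal4–ROR gamma fusion plus Photinus luciferase reporter. Copper sulfate 700 uM final, 20 hr ambient incubation, luminescent detection after 10 min with reagent.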
VP16 counter – counter-screen for ROR gamma inhibitors: Gal4-VP16 reporter; Potency, µM (highest dose often 53.6 µM), without a hit: top-dose activity, negative = inhibition, hits mostly inhibitors; 310,000 tested, 3.5% active; Drosophila S2 Gal4-VP16 UAS-luciferase, luminescence, 20 h;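 note: Gal4-VP16 expression switched on by copper sulfate through the metallothionein promoter; potency is the fitted concentration of half-maximal effect; % is set by controls: 0 for no effect and ±100 for the full control effect; nearly all actives have a fitted effect of over 50% in size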
p53 reactivation – mutant p53 re-activation in reporter cells | 320,000 tested, 0.063% active | Potency, µM (highest dose often 92.2 µM), for the others: at the highest dose activity change, positive = activation, actives largely listed as activators | AID 504706 | H1299 p53-A138V BP100-luciferase reporter, luminescence, 24 h; note: potency is the fitted concentration of half-maximal effect; % of control where 0% means no effect; nearly all actives have a fitted effect of over 45% in size
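H1299 (p53-null), stable ts p53-A138V + BP100-Luc; 1000 cells/well, Opti-MEM/10% FBS; cpd 4 pt, 1:5; 24 h, 37 deg C, 5% CO2; detection reagent 10 min RT; luminescence.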
ELG1 repair inh – blocks ELG1-dependent DNA repair in HEK293T cells; HEK293T ELG1-luciferase reporter, luminescence, 16 h; DNA damage induced by 5-fluorouridine; Potency, µM (top dose mostly 46.1 µM), inactives show at the highest dose activity change, negative = inhibition, hits mostly inhibitors; 330,000 tested, 2.3% active; AID 504467; note: potency is the fitted concentration of half-maximal effect; % is set by controls: 0 for no effect and ±100 for the full control effect; nearly all actives have a fitted effect of over 55% in size
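Luminescence from the luciferase reporter, measured 30 min after ONE-Glo reagent at room temperature, was the read-out. Beforehand, 2,000 cells per well were exposed for 16 hr at 37 °C to 5-fluorouridine together with compound or vehicle.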
Rab9 promoter act – activators of Rab9 promoter. Huh7 Rab9 promoter-luciferase reporter, luminescence, 24 h. Potency, µM (top dose mostly 9.22 µM), for the others: at the top dose activation, negative = inhibition, most hits filed as activators. 320,000 tested, 2.8% active. AID 485297; note: potency is the fitted concentration of half-maximal effect; % of control where 0% means no effect; nearly all actives have a fitted effect of over 60% in size
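Huh7 reporter line, Rab9 promoter upstream of luciferase. Compound exposure 24 h at 37 °C in reduced-serum medium with 10% FBS. Read-out: luminescence.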
BRCA1 expr up – BRCA1 expression activation; Potency, µM (top dose mostly 46.1 µM), without a hit: top-dose activation, actives largely listed as activators; AID 624202; 380,000 tested, 1.1% active; MCF7-BRCA1-FFLuc reporter, luminescence, 48 h; response scale: scaled: vehicle 0%, 10 µM genistein 100%; note: potency is the fitted concentration of half-maximal effect; nearly all actives have a fitted effect of over 80% in size; some results filed as inactive show a strong effect at the top dose
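Using MCF7 cells harboring a BRCA1 firefly luciferase reporter, plated 2 h before compound pinning, the screen measured luminescence after 48 h incubation. Responses were normalized to DMSO and 10 microM genistein, then fitted for concentration-effect.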
TRPV1 ag – agonists of human vanilloid receptor 1 (TRPV1) | activation, % at 8.33 µM | TRPV1-expressing cells, Fluo-8 calcium influx, agonist mode | Q8NER1 | 320,000 tested, 0.19% active; in the data active = activation above about 80%; inconclusive = between about 30% and that limit; note: 0% is about no effect
Target sequence (Q8NER1 whole entry, looked up): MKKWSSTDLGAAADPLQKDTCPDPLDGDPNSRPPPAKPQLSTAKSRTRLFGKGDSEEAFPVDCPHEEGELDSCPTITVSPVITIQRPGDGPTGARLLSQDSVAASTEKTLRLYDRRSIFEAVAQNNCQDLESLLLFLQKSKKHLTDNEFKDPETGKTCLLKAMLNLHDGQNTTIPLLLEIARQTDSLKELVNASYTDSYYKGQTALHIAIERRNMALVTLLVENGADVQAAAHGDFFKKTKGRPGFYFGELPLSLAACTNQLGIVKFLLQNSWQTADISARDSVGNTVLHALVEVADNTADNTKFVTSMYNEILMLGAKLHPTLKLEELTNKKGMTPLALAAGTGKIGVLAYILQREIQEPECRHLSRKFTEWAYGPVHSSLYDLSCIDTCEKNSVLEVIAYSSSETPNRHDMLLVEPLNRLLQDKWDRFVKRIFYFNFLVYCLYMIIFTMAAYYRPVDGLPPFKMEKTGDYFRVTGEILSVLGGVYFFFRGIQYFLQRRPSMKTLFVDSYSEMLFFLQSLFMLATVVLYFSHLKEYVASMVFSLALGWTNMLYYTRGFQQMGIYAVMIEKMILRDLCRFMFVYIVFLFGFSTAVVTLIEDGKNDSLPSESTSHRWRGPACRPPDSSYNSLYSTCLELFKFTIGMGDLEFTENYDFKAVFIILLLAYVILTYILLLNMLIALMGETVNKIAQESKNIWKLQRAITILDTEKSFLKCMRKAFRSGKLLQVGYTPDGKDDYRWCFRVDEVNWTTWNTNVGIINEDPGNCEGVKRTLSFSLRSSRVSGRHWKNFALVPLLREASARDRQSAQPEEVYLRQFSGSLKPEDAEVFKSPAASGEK
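TRPV1-expressing cells were cultured overnight at 35.5C and loaded with Fluo-8 calcium dye for 40 to 90 min at room temperature. After a 10 s baseline, compound was added and calcium influx was read kinetically for 3 min (ex 480/em 520 nm).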
FLuc modulator – counter-screen for miR-21 project: firefly luciferase inhibitors or activators; P08659; purified FLuc, Km substrates, luminescence inhibition; Potency, µM (series often up to 57.5 µM), inactives show at the highest dose activity change, negative = inhibition, actives largely listed as inhibitors; 360,000 tested, 6.9% active;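 note: potency is the fitted concentration of half-maximal effect; plate controls were vehicle for no effect and reference inhibitor for full effect; nearly all actives have a fitted effect of over 55% in size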
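Purified P. pyralis luciferase (10nM final) with 10uM D-luciferin and 10uM ATP (Km levels) in 50mM Tris acetate pH 7.5, 10mM Mg acetate, 0.01% Tween-20, 0.05% BSA; qHTS 6-point titration, ~60 µM downward; luminescence read.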
Tb PFK block – T. brucei PFK enzyme inhibition; T. brucei PFK, ADP-Glo luminescence; Potency, µM (series often up to 57.5 µM), for the others: at the highest dose activity, negative = inhibition, usual class: inhibitors; 330,000 tested, 0.17% active;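 note: potency is the fitted concentration of half-maximal effect; 0% = uninhibited 1x PFK enzyme wells and -100% = no-enzyme wells; nearly all actives have a fitted effect of over 60% in size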
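Luminescent ADP detection (ADP-Glo, two-step: ATP depletion then ADP-to-ATP conversion for luciferase) reported PFK activity after 45 min room-temperature reaction of 1.25 nM enzyme with 0.5 mM F6P and 0.1 mM ATP at pH 8.0.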
* hit, by the source's call; ? = inconclusive; . = no result given; & = joins results of further samples; [ ] = another dose, or the depositor's remark. Unless noted, calls come from the whole dose curve; as a rule, active = well fitted curve in the direction sought with a large enough effect; inconclusive = small, poorly fitted or top-dose-only effect, or another doubt; inactive = no such curve, though single readings can be large; an effect the other way counts as inactive or inconclusive.

SMILES	NPC1 promoter act	ELG1 genotoxic	RORgamma inh	VP16 counter	p53 reactivation	ELG1 repair inh	Rab9 promoter act	BRCA1 expr up	TRPV1 ag	FLuc modulator	Tb PFK block
COc1ccc(Cl)cc1NC(=O)CCN1C(=O)C2CC=CCC2C1=O (configuration not stated)	-3%	0%	-1%	-3%	-12%	-2%	0%	6%	2	-1%	-11%
C#CCSc1nnc(-c2ccccc2)c(=O)[nH]1	0%	6%	?	13%	6%	17%	3%	2%	1	-13%	-2%
CC(=O)N1CCC2(CC1)C(C#N)=C(N)Oc1n[nH]c(CSc3ccc(C)cc3)c12	-7%	-1%	21%	17%	-3%	-1%	2%	-3%	0	-3%	-2%
CC1CCN(CC(=O)Nc2ccc(Cl)cc2[N+](=O)[O-])CC1	-1%	-10%	35%	-17%[10 µM]	10%	-5%	-3%	-2%	18	-16%	-8%
Cc1ccc(NC(=O)C(C)OC(=O)CCN=C2NS(=O)(=O)c3ccccc32)cc1 (configuration not stated)	0%	7%	.	.	-1%	12%	-3%	1%	4	2%	5%
Cc1ccc2nc(NC(=O)COC(=O)c3ccncc3)sc2c1	?	?	23%	1%	19%	?	?	8.9µM*	-1	8.5µM*	-2%
CC(N)C12CC3CC(CC(O)(C3)C1)C2 (configuration not stated)	4%	-1%	-2%	4%	1%	1%	0%	5%	-8	6%	3%
COC(=O)/C=C/c1ccc(-n2ccnc2)cc1	20%	9%	16%	1%	0%	16%	14%	26%	0	-9%	-1%
O=C(CSc1nnc(-c2ccc(O)cc2)n1Cc1ccco1)c1cccs1	1%	-2%	0%	0%	-2%	1%	-1%	-20%	2	4%	-12%
Cc1ccc(/S(C)=N/S(=O)(=O)c2ccc(C)cc2)cc1 (configuration not stated)	-1%	0%	?	-4%	0%	-8%	-5%	-13%	-1	-1%	-1%
CN(CC(=O)Nc1ccccc1Cl)C(=O)CCc1nc2ccccc2c(=O)[nH]1	-5%	-1%	.	.	0%	?	-5%	-23%	0	2%	4%
C#CCn1c(=NC(=O)CN2C(=O)CCC2=O)sc2cccc(C)c21	-5%	4%	-14%	-5%	-7%	-2%	-6%	-1%	-1	0%	3%
COc1cccc(CN2CCNC(=O)C2CC(=O)NCCN2CCCCC2=O)c1 (configuration not stated)	-4%	3%	-23%	-4%	11%	0%	-3%	6%	2	1%	4%
CC(c1ccon1)N(C)C(=O)c1ccc(OC2CCN(C(=O)C3CC3)CC2)cc1 (configuration not stated)	-2%	0%	?	-1%	2%	1%	2%	-20%	1	-1%	-1%
Cc1cc(C(=O)N2CCCC(N3CCN(c4cccc(Cl)c4)CC3)C2)no1 (configuration not stated)	2%	-13%	30%	-3%	-8%	-3%	-6%	-24%	1	1%	4%
CC1(C(=O)Nc2nc3ccccc3s2)CC1(Br)Br (configuration not stated)	?	?	-27%	7%	26%	?	?	?	-3	21µM*	3%
O=c1c(/C=C(\O)c2ccccc2)nc2ccccc2n1-c1ccccc1	14%	8%	5%	15%	-1%	-17%	24%	36%	?	?	-2%
Clc1ccc(SCCn2cncn2)cc1	-2%	-2%	-2%	1%	13%	10%	-1%	-19%	2	2%	-1%
CC1CCN(c2ccccc2NC(=O)c2ccc(F)cc2)CC1	0%	-2%	-6%	-14%	12%	3%	10%	8%[1.84 µM]	22	5%	0%
O=C(CSC(=S)N1CCOCC1)Nc1ncc2c(n1)CCCC2=O	-5%	1%	-4%	4%	-4%	-4%	-3%	0%	0	0%	-9%
Nn1c(Cc2ccccc2)nc2sc3c(c2c1=O)CCC3	-3%	-7%	4%	-9%	-4%	?	1%	-1%	4	0%	-2%
Cc1sc2nc(CN3CCOCC3)nc(Oc3ccc(NC(=O)c4ccco4)cc3)c2c1C	-1%&-4%	-2%	-16%&13%	4%&1%	-6%	?	6%&-5%	-50%	14&23	2%&-17%	0%&5%
COc1ccc(OC)c(C(=O)c2oc3ccccc3c2NC(C)=O)c1	0%	7%	-3%	-9%	8%	?	0%	-17%[1.84 µM]	3	0%	0%
O=C(Cn1c2ccccc2c2nc3n(c(=O)c21)CCS3)N1CCCC1	1%	1%	-11%	3%	-6%	-1%	-6%	0%	-3	-1%	16%
CCNc1nc(NCC)n2c(SCC(=O)Nc3cccc(Cl)c3)nnc2n1	1%	-9%	.	.	-3%	0%	9%	-26%	1	-11%	-6%
CC(C)c1ccc(OCC(=O)NC2CC(C)(C)NC(C)(C)C2)c(Br)c1	-1%	3%	-15%	3%	-5%	-2%	-5%	-2%	1	-1%	-1%
CCNC(=S)N1CCN(S(=O)(=O)c2cccc(C(F)(F)F)c2)CC1	0%	0%	-3%[10 µM]	-3%	3%	-3%	4%	-3%	22	3%	0%
COc1cc2c(cc1OC)C(C)N(C(=O)CCNC(=O)c1ccccc1)CC2 (configuration not stated)	-2%	-4%	-16%	1%	-9%	0%	-7%	4%	1	3%	3%
COc1cccc(C(=O)N(c2ccccc2)C2C=CS(=O)(=O)C2)c1 (configuration not stated)	-3%	-6%	-9%	0%	3%	4%	0%	-7%	2	3%	0%
CSc1ncnc2c1ccn2CC(=O)Nc1ccc(C)c(C)c1	0%	0%	.	.	14%	16%	3%	-4%	11	0%	-3%
COc1ccc(C2CC(c3ccccc3)=NN2C(=O)COC(=O)c2cccc(S(=O)(=O)N3CCOCC3)c2)cc1 (configuration not stated)	5%	0%	5%	0%	-9%	?	-1%	-9%	1	3%	0%
CC(=O)N1CCc2cc(S(=O)(=O)NCC(=O)NCc3ccccc3Cl)ccc21	0%	0%	1%	-2%	-2%	13%	0%	-1%	0	-3%	12%
CCn1cc(/C=C(\NC(=O)c2ccccc2Cl)C(=O)N2CCN(C)CC2)c2ccccc21	1%	4%	0%	2%	.	7%	-6%	-31%	0	-2%	-1%
CC(OC(=O)c1ccc(S(=O)(=O)N(C)c2ccccc2)cc1)C(=O)NCCC1=CCCCC1 (configuration not stated)	-1%	-1%	15%	-2%	-3%	-3%	-2%	-12%	11	-1%	1%
O=C1NC(=S)SC1=C1CCCC1	-4%	-6%	-34%	?	-1%	0%	-2%	-29%	3	-12%	?
C/C(=N/NS(=O)(=O)c1cccc([N+](=O)[O-])c1)c1ccncc1	-2%	1%	?	?	12%	1%	-4%[1.84 µM]	0%	5	4%	4%
O=C(CCNC(=O)N1CC(=O)Nc2ccccc21)NCCc1cccc(F)c1	-1%	1%	-13%	3%	5%	5%	8%	-11%	1	3%	-1%
Cc1onc(-c2ccccc2)c1C(=O)NCCc1ccc(Cl)cc1	0%	-3%	-14%	-7%	3%	-6%	7%	3%	-1	0%	-4%
CCN(CC(=O)NC(=O)NCc1ccccc1)Cc1ccccc1	-2%	-7%	35%	-2%	-1%	-18%	1%	-2%	?	4%	-1%
Cc1ccc(C(=O)NCC(=O)N2CCCCCCC2)cc1C	15%	7%	.	.	?	?	9%	70%	21	-10%	-1%
CCCCn1c(N)c(N(CCOC)C(=O)CSc2n[nH]c(-c3ccc(OC)cc3)n2)c(=O)[nH]c1=O	-6%	3%	0%	-6%	9%	12%	14%	12%	-1	24µM*	1%
O=C(CCN1C(=O)C2C3C=CC(C3)C2C1=O)NCc1cccnc1 (configuration not stated)	-5%	-5%	0%	-3%	-5%	0%	-7%	-23%	-1	-1%	-1%
CC1CCCN(CCCNC(=O)c2cc3c(Cl)nc4ccccc4c3s2)C1 (configuration not stated)	-1%	4%	?	-28%	-2%	?	1%	39%	-2	0%&1%	6%
COc1ccc(C(=S)N2CCCC2)cc1C	4%	3%	-21%	-1%	5%	17%	-7%	-1%	3	-10%	1%
Cc1cccc(/C=C(\C(=O)C(=O)O)c2ccc3ccccc3n2)c1	2.2µM*	15µM*	13%	11%	19%	?	2.2µM*	0%	5	?	0%
NNc1nc(-c2ccccc2)c2ccccc2n1	-1%	-6%	7.9µM*	?	-2%	-9%	-4%	-32%	0	0%	-1%
Nc1nccc(-c2ccc(-n3cnc4ccccc43)cc2)n1	13%	-18%	28%	19%	-3%	7.3µM*	-30%[inhibitor]	55%	6	-18%	7%
